# Y pestis TopoI: inhibitors of Yersinia pestis topoisomerase I; Y. pestis Topo-I cleavage product accumulation, plate reader; activity, % at 10 µM; 360,000 compounds, 0.064% hits; in the data active = activity above about 50%, passing the limit was not always enough; inconclusive = no clear call, values can overlap the other calls; note: inactives centre near 2
# FadD28 FP inh: inhibitors of Mycobacterium tuberculosis FadD28 bisubstrate binding. 360,000 compounds, 0.22% hits. FadD28 bisubstrate probe binding, fluorescence polarization. inhibition, % at 12.5 µM. AID 588549; in the data active = inhibition above about 8.5%, passing the limit was not always enough; inconclusive = no clear call, values can overlap the other calls
# CCHFV vOTU inh: CCHFV vOTU protease inhibition; Pep-AMC fluorescence; inhibition, % at 11.5 µM; 370,000 compounds, 0.55% hits; in the data active = inhibition above about 30%; note: 0% = vehicle wells with enzyme and 100% = no enzyme wells
# BoNT F protease: blocks Botulinum neurotoxin F light chain protease; AID 588497; Multiplex microsphere protease cleavage assay, flow cytometry; 360,000 compounds, 0.22% hits; inhibition, % at 10 µM; in the data active = inhibition above about 35%, passing the limit was not always enough; inconclusive = no clear call, values can overlap the other calls; note: plate controls were buffer without enzyme for full effect and enzyme alone for no effect
# PfHsp40 yeast: compounds rescuing yeast from Plasmodium falciparum HSP40 toxicity. growth rescue, % at 12.5 µM. S. cerevisiae expressing PfHsp40, growth rescue, ATP luminescence. 340,000 compounds, 0.68% hits; in the data active = growth rescue above about 28%, passing the limit was not always enough; inconclusive = no clear call, values can overlap the other calls;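 note: yeast W303a lacking pdr1 and pdr3 grown in galactose medium; growth measured after three days at 30 °C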
# Anthrax LF prot: anthrax lethal factor protease inhibition; multiplex microsphere protease cleavage assay, LF; AID 588501; inhibition, % at 10 µM; 360,000 compounds, 0.12% hits; note: plate controls were buffer without enzyme for full effect and enzyme alone for no effect
# Target sequence (P15917 whole entry, looked up): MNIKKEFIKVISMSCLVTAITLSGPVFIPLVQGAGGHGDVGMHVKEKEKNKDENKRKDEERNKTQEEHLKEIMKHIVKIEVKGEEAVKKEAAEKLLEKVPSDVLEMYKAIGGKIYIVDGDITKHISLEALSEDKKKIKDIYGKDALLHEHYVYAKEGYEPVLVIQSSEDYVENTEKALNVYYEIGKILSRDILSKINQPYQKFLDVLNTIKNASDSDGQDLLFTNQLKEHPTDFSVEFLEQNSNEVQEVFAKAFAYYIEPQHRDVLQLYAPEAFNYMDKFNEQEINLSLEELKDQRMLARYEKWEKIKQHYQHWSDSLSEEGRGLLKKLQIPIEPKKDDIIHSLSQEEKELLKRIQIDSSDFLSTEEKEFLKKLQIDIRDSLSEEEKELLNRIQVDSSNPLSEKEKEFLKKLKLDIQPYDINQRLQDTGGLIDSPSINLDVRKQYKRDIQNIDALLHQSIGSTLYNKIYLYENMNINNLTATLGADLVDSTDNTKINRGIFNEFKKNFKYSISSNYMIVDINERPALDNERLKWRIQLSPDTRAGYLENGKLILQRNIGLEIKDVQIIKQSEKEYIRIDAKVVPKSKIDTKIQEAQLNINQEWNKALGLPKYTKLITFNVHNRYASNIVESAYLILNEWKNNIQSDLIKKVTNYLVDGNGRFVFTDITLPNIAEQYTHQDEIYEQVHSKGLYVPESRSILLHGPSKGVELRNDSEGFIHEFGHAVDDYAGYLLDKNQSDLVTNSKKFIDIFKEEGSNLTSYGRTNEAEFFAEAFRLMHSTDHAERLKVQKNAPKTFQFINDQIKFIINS
# TcdB GH inh: inhibitors of Clostridioides difficile toxin B glycohydrolase; P18177; AID 652162; TcdB glycohydrolase enzymatic assay, plate reader; inhibition, % at 9.99 µM; 350,000 compounds, 0.24% hits; in the data active = inhibition above about 10%
# PrPC surface inh: inhibitors of human cell surface prion protein PrPC; TR-FRET read-out; AID 720596; 370,000 compounds, 0.43% hits; inhibition, % at 13.8 µM; in the data active = inhibition above about 24%; note: 0% = median of the test wells and 100% = reference compound wells
# BoNT A protease: inhibitors of Botulinum neurotoxin A light chain protease; 360,000 compounds, 0.17% hits; AID 588499; multiplex microsphere protease substrate cleavage, flow cytometry; inhibition, % at 10 µM; note: plate controls were buffer without enzyme for full effect and enzyme alone for no effect
# * marks the source's active call; other numbers are inactive results; ? = inconclusive; . = no result given. Cut-off read from the data, not from the text of the source, unless noted: active = inhibition above about 30%; inconclusive = no clear call, values can overlap the other calls; inactive = below that. An unsorted share of the library (roughly 2.3% active in at least one column).
SMILES,Y pestis TopoI,FadD28 FP inh,CCHFV vOTU inh,BoNT F protease,PfHsp40 yeast,Anthrax LF prot,TcdB GH inh,PrPC surface inh,BoNT A protease
Cc1cc(Br)cc2c1NC(=O)C2(c1c(C)n(C)n(-c2ccccc2)c1=O)c1c(C)n(C)n(-c2ccccc2)c1=O,11,-4.4,4,-1,0.0,-3,.,10,1.0
CCCCCn1c(NC2CCCCC2)nc2c1c(=O)[nH]c(=O)n2C,10,0.0,-2,-5,0.1,8,1.7,-4,-0.9
C(=C\c1nnc2c3ccccc3ncn12)/c1ccccc1,-7,-0.8,3,-7,0.7,1,-0.7,-5,-0.6
Cc1cc(C)cc(Oc2ccc(-c3nnc(-c4ccccc4)o3)cc2[N+](=O)[O-])c1,-2,1.2,-7,-11,0.2,0,-0.4,-6,-1.0
COCCn1nnnc1C(C(C)C)N1CCC(Cc2ccccc2)CC1 (configuration not stated),22,-0.1,19,-26,-0.7,-10,.,-5,-5.1
Cn1c(=O)n(C)c2cc(CNC(=O)[C@H]3O[C@@H](n4ccc(=O)[nH]c4=O)[C@H](O)[C@@H]3O)ccc21,.,-0.5,2,-9,.,9,0.9,-4,0.2
COc1ccc(CCNC(=O)C2CCCN2S(=O)(=O)c2ccc(F)cc2)cc1OC (configuration not stated),-1,-2.8,1,-1,-0.5,-5,-0.2,13,-0.3
CCC(=NCC1CCCO1)c1c(O)n(-c2ccc(Cl)cc2)c(=O)[nH]c1=O (configuration not stated),4,-2.7,8,-1,0.0,-3,5.9,-1,-1.3
COc1ccc(NC(=O)Nc2cnccn2)cc1,-9,-2.2,-3,2,-0.2,-5,-0.6,-6,-1.2
CCc1cccc(NC(=O)C(NC(=O)C2CCCCC2)C(C)C)c1 (configuration not stated),-4,-0.5,-5,1,-0.3,-1,-0.2,3,-0.3
CC1=C(C(=O)c2ccccc2)C(c2cccc([N+](=O)[O-])c2)NC(=S)N1 (configuration not stated),-3,-4.5,2,-1,0.1,1,0.7,-16,1.2
CCc1nc2ccc(C(=O)NC3CCN(Cc4ccccc4)CC3)cn2c1N(C)CCN1CCOCC1,11,-3.5,-10,-3,.,-2,-2.4,-7,-0.3
CCC1CCCCN1C(=S)NC(=O)c1cc(S(=O)(=O)N2CCOCC2)ccc1C (configuration not stated),-2,-2.7,18,-4,0.1,-4,1.4,8,-0.6
C=CCC(NCc1ccccc1)c1ccc(OC)cc1 (configuration not stated),1,-5.4,3,?,0.6,6,0.4,1,-0.3
CCCCc1ccc(NC(=O)c2cnccn2)cc1,-9,-0.8,-5,3,0.3,-6,0.4,-13,-0.6

# For convenience, part of the list above:
SMILES,Y pestis TopoI,FadD28 FP inh,CCHFV vOTU inh,BoNT F protease,PfHsp40 yeast,Anthrax LF prot,TcdB GH inh,PrPC surface inh,BoNT A protease
C=CCC(NCc1ccccc1)c1ccc(OC)cc1 (configuration not stated),1,-5.4,3,?,0.6,6,0.4,1,-0.3
CCCCc1ccc(NC(=O)c2cnccn2)cc1,-9,-0.8,-5,3,0.3,-6,0.4,-13,-0.6

# (more compounds)
SMILES,Y pestis TopoI,FadD28 FP inh,CCHFV vOTU inh,BoNT F protease,PfHsp40 yeast,Anthrax LF prot,TcdB GH inh,PrPC surface inh,BoNT A protease
CC1=NN(c2ccccc2)C(=O)C1N=Nc1ccccc1 (configuration not stated),-3,-3.4,10,0,0.1,2,-0.2,-6,-0.1
O=C(NC1(C(F)(F)F)C(=O)Nc2c1c(=O)[nH]c(=O)n2Cc1ccco1)C1CC1 (configuration not stated),0,0.3,7,-3,2.4,-2,.,11,0.9
NC(=NCCc1ccccc1)NS(=O)(=O)c1cccs1,-1,-2.6,-20,-3,-0.4,0,1.1,-5,0.0
O=C(CCCc1c[nH]c2ccccc12)N1CCN(S(=O)(=O)c2cccs2)CC1,24,-1.0,2,-3,-1.0,-4,.,15,-0.5
CCc1ccc(NC(=O)CSc2n[nH]c(=O)n2C2CC2)cc1,-2,0.8,2,?,0.1,?,0.8,-3,?
COc1ccc(C=C2C(=O)N(C)C(=O)N(C)C2=O)cc1COc1ccc(NC(C)=O)cc1,5,-3.9,-2,?,0.9,-15,-0.8,-4,1.1
COc1ccc(CN2CCN(C3CCC3)CC2CCO)c(C)c1C (configuration not stated),2,-4.6,7,-19,-1.2,-4,-5.4,2,1.2
CC(C)NC(=O)Cn1cc(C(=O)c2ccccc2)c2ccccc21,2,-0.8,14,.,0.6,.,-0.5,-3,.
CCOc1ccc(NS(=O)(=O)c2ccc(C(=O)NCc3ccncc3)cc2)cc1,-1,-0.5,10,-232,0.1,-35,-1.6,6,-176
CCOC(=O)N1CCN(C(=S)NC(=O)c2ccnn2C)CC1,-3,-1.4,5,-4,1.0,0,.,3,-0.5
CC/C(O)=C(/C#N)c1nnc2n1CCCCC2,-3,0.7,-10,-4,-0.5,-3,.,1,-1.5
CCN1CCN(c2nc(Nc3cccc(C)c3)nc(N)c2[N+](=O)[O-])CC1,-4,-2.3,-9,-1,-2.5,0,.,-18,0.5
COC(=O)c1ccccc1NC(=O)CN(C)Cc1ccccc1,20,-2.6,14,-2,-0.8,-2,1.1,-1,0.1
CC1=CC(C)(C)N(S(=O)(=O)c2ccc(F)cc2)c2ccccc21,9,-2.6,13,-6,1.3,-2,2.4,0,0.0
COc1cc(CNC23CC4CC(CC(C4)C2)C3)ccc1OCc1ccccc1,4,-3.1,14,-3,-2.1,1,.,-3,0.1

# Full records from above:
# Results for `NC(=NCCc1ccccc1)NS(=O)(=O)c1cccs1` = Y pestis TopoI: -1; FadD28 FP inh: -2.6; CCHFV vOTU inh: -20; BoNT F protease: -3; PfHsp40 yeast: -0.4; Anthrax LF prot: 0; TcdB GH inh: 1.1; PrPC surface inh: -5; BoNT A protease: 0.0
# Results for `COc1ccc(C=C2C(=O)N(C)C(=O)N(C)C2=O)cc1COc1ccc(NC(C)=O)cc1` = Y pestis TopoI: 5; FadD28 FP inh: -3.9; CCHFV vOTU inh: -2; BoNT F protease: ?; PfHsp40 yeast: 0.9; Anthrax LF prot: -15; TcdB GH inh: -0.8; PrPC surface inh: -4; BoNT A protease: 1.1
# Results for `COc1ccc(CN2CCN(C3CCC3)CC2CCO)c(C)c1C` (configuration not stated) = Y pestis TopoI: 2; FadD28 FP inh: -4.6; CCHFV vOTU inh: 7; BoNT F protease: -19; PfHsp40 yeast: -1.2; Anthrax LF prot: -4; TcdB GH inh: -5.4; PrPC surface inh: 2; BoNT A protease: 1.2

# Next entries
SMILES,Y pestis TopoI,FadD28 FP inh,CCHFV vOTU inh,BoNT F protease,PfHsp40 yeast,Anthrax LF prot,TcdB GH inh,PrPC surface inh,BoNT A protease
COc1ccccc1NC(=O)COC(=O)CNC(=O)C1CCCCC1,4,-0.2,13,-2,-0.6,0,2.7,-3,0.2
O=C(CSc1nnc(-c2ccccc2F)o1)NC1CCCCC1,-6,1.0,10,6,0.1,-1,0.1,-8,0.2
O=C(CC1C(=O)NCCN1Cc1c(F)cccc1Cl)NC1CCCC1 (configuration not stated),1,-4.4,-4,-3,1.3,1,1.5,5,-0.9
CNC(=S)Nc1cc(C)ccc1OC(F)F,2,-3.4,-3,3,-0.2,-4,0.5,-3,-0.7
c1ccc2c(c1)NCCS2,-2,-0.8,15,-10,-0.6,-6,1.2,7,1.8
CC1CN(C(=O)C(C)Sc2nc3ccccc3s2)CC(C)O1 (configuration not stated),1,-3.6,5,-16,-0.3,-4,.,5,0.5
COc1ccc(CNC(=O)/C=C/c2ccco2)cc1OC,5,-5.2,-3,0,-0.8,-1,1.0,-9,-0.2
O=C(Nc1nnc(C2CCCCC2)s1)C1CC(=O)N(c2ccccc2)C1 (configuration not stated),0,1.1,-1,9,0.4,2,1.9,1,-2.9
CNC(=O)c1cc(C(=O)c2ccc(Cl)cc2)c[nH]1,4,0.4,-6,-37,0.6,-8,4.9,-12,-1.8
COc1ccccc1NS(=O)(=O)c1cc(C(=O)Nc2ccc(S(=O)(=O)Nc3onc(C)c3C)cc2)ccc1C,6,-2.7,-4,5,3.1,2,0.5,-8,0.5
CCOc1ccc(-c2nnc3sc(-c4ccccc4OC)nn23)cc1,7,-5.9,-1,1,0.5,-10,.,-5,0.0
CCOc1ccc(CCNC(=O)c2nnn(CC(=O)Nc3ccc(OC)c(OC)c3)c2N)cc1OCC,11,-3.0,-10,-2,0.2,-2,-0.1,8,0.0
O=C(COC(=O)CCC(=O)c1cccs1)Nc1cccc(S(=O)(=O)N2CCOCC2)c1,-6,-2.9,10,?,-1.4,-3,.,-5,0.1
CCC(=O)NC(=S)Nc1cccc(-c2nc3ncccc3o2)c1,9,-2.9,-1,-2,0.1,1,.,6,0.5
CCOC(=O)C1CCN(C(=O)C2(NC(=O)NC3CCCCC3)CCCCC2)CC1,2,-1.0,-2,2,-0.3,-1,0.7,-5,-0.7
CCCCOc1ccc(C(O)C(CN2CCOCC2)c2ccccc2)cc1 (configuration not stated),0,-2.2,-3,-8,0.8,-2,1.2,1,-0.1
CCC(=O)Nc1ccccc1N1CCN(S(C)(=O)=O)CC1,3,-0.9,1,0,-0.8,7,0.9,0,0.1
CC(=O)n1cc(/C=N/NC(=O)c2cccc(O)c2)c2ccccc21,-6,-9.4,-3,-17,0.3,-10,0.7,-1,-1.6
Cn1ccnc1C(=O)c1ccccc1Cl,6,1.2,-19,-4,1.3,2,1.0,8,-3.6
COc1cc(NS(=O)(=O)c2ccc(NC(=S)NC(=O)/C=C/c3ccco3)cc2)ncn1,-1,2.1,7,-4,-0.7,-2,-0.1,-4,-0.7
CCN(CC)S(=O)(=O)c1ccc2oc(C(=O)NC3CC3)c(C)c2c1,6,-3.0,5,-11,-1.3,-9,0.6,0,-0.4
CC(C)C(OC(=O)c1nsc(Cl)c1Cl)C(=O)NCc1ccccc1 (configuration not stated),5,-0.4,4,5,1.3,-3,0.9,-1,-0.4
Cc1ccc(C)c(N2CCN(C(=O)c3cc4sccc4n3C)CC2)c1,19,-3.0,8,-11,4.5,-1,.,4,?
O=C(Nc1ccc(C(=O)O)cc1)/C(=C\c1ccc2c(c1)OCO2)NC(=O)c1ccc(Br)cc1,9,-7.5,16,0,0.4,-2,0.9,1,0.6
Cc1cc([N+](=O)[O-])ccc1-c1ccc(/C=N/NC(=O)c2ccc(Br)o2)o1,7,.,-5,4,-0.1,2,0.9,-2,10
CCNC(=O)COC(=O)CNC(=O)c1cc(Cl)cc([N+](=O)[O-])c1,4,-1.8,-4,5,-0.3,-5,-0.9,8,-0.5
CCN1CCN(C(=O)c2cc(COc3ccc(C(C)=O)cc3OC)on2)CC1,-1,-0.5,2,7,-0.6,2,0.3,3,0.8
CC(C)CC(=O)NCCCN1CCN(CCCNC(=O)CC(C)C)CC1,-2,-1.1,-9,-12,1.0,-2,.,-10,-1.7
COc1ccc(/C=C/C(=O)Nc2cccnc2)cc1OC,4,-5.4,4,-5,-1.9,-7,0.0,-13,-0.7
O=C(NCCCN1CCOCC1)c1cc(Cl)ccc1OCc1ccccc1,15,0.0,2,13,12,4,1.3,-3,2.4
O=c1cc(-c2ccccc2)nc(SCc2ccccc2)[nH]1,4,-1.5,2,1,2.3,1,.,1,0.2
O=C(COC(=O)c1cc2ccccc2cc1O)NC1CCCCC1,5,-0.1,9,-4,-1.3,7,-3.0,0,-2.2
CC1Cc2[nH]c(=S)[nH]c(=O)c2C(c2ccc(F)cc2)O1 (configuration not stated),.,.,8,-2,.,-4,-1.2,5,-0.2
Cc1cccc(NC(=S)N(Cc2ccc(Cl)cc2)Cc2ccc(C(=O)O)cc2)c1,2,0.1,-7,-1,0.5,1,1.3,-4,-0.7

# Source: PubChem BioAssay (several laboratories)
